High-throughput results: PubChem, several laboratories
Mcl1 Bid PPI – Mcl-1/Bid binding inhibitors, primary screen, biochemical, TR-FRET, 1536-well; 220,000 tested, 0.97% active; AID 1021, 2008; TR-FRET Mcl-1/Bid-Dy647 peptide binding; inhibition, % at 21.7 µM;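 active = compounds that cut the binding signal by more than half at the single screening dose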;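 also: His-tagged Mcl-1 with europium anti-His antibody binding Bid BH3 peptide; 0% = Mcl-1 plus peptide wells and 100% = peptide-only wells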
Target sequence (Q07820 whole entry, looked up): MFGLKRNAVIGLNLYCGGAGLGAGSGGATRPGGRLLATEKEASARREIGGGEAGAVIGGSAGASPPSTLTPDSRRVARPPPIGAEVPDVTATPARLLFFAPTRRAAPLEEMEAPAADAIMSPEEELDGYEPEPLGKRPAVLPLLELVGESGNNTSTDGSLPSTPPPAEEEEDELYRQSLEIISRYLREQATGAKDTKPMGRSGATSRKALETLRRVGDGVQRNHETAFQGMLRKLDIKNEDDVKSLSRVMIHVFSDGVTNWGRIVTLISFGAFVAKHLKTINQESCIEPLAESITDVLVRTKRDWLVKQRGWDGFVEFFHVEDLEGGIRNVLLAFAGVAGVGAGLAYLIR
RGS7-Gao – RGS7-Galphao binding modulators, primary screen, biochemical, multiplexed bead flow cytometry. Guanine nucleotide-binding protein G(o) subunit alpha (Homo sapiens), P09471. actives lie on both sides. binding response (% of control), % at 10 µM. 220,000 tested, 0.35% active. AID 1439, 2008; in the data active = binding response below about 49% or above about 150%; inconclusive = no clear call, values can overlap the other calls; inactive = in between;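 also: fluorescent Galphao held in activated GDP-AlF4 state binding bead-coupled RGS7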
ABCG2 inh – ABCG2 efflux pump inhibitors, primary screen, multiplex with ABCB1, IgMXP3 cells, flow cytometry; AID 1325, 2008; JC-1 efflux; inhibition, % at 6.6 µM; 190,000 tested, 0.1% active;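 active = inhibition above 80%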;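 also: 0% = DMSO and 100% = nicardipine control wells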
Target sequence (Q9UNQ0 whole entry, looked up): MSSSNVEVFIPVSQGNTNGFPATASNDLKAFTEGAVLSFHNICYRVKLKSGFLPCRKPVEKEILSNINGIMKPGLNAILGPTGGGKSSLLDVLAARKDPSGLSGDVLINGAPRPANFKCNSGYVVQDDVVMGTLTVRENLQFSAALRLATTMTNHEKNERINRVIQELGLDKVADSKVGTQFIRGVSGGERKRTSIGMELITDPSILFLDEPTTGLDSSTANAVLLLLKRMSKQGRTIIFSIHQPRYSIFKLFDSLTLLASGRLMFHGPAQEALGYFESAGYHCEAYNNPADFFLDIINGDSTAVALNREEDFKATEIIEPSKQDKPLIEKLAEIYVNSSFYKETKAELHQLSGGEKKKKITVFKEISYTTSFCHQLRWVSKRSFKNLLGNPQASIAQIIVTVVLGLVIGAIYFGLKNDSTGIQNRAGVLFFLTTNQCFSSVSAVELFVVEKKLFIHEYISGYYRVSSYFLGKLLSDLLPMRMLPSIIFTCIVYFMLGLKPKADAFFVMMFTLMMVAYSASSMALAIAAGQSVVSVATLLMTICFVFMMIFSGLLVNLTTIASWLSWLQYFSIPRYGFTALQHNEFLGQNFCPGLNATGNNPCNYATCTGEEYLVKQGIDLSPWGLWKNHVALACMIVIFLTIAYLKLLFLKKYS
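Test system: IgMXP3 (ABCG2) plus far-red-tagged CCRF-Adr (ABCB1) cells. Reagent: JC-1 dye as substrate. Timing: 10 min exposure at 25 °C with rotation, no wash. Measured by: flow cytometric JC-1 green MFI at 530 nm. Read-out: percent efflux inhibition, scaled nicardipine 100% to DMSO 0%. Control set: nicardipine and DMSO wells.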
RGS4-Gao reg – modulators of RGS4 binding to Galphao, primary screen, biochemical, multiplexed bead flow cytometry. binding response (% of control), % at 10 µM. 220,000 tested, 0.33% active. actives lie on both sides. AID 1415, 2008. Guanine nucleotide-binding protein G(o) subunit alpha (Homo sapiens), P09471; in the data active = binding response below about 49% or above about 150%; inactive = in between;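 also: fluorescent Galphao activated with aluminum fluoride binding bead-coupled RGS4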
Mcl1-Noxa inh – Mcl-1/Noxa binding inhibitors, primary screen, biochemical, TR-FRET, 1536-well; TR-FRET Mcl-1/Noxa peptide binding, 2 h; inhibition, % at 21.7 µM; AID 1022, 2008; Induced myeloid leukemia cell differentiation protein Mcl-1 (Homo sapiens), Q07820; 220,000 tested, 1.5% active;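 active = compounds that cut the protein-peptide binding signal by more than 50% relative to plate controls in a single-dose test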;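 also: His-tagged Mcl-1 with rhodamine Noxa BH3 peptide and terbium anti-His antibody; 0% = Mcl-1 plus Noxa peptide wells and 100% = peptide-only wells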
GSH fluor – compound fluorescence on glutathione beads, profiling panel, artefact control, biophysical, 488/530 nm, flow cytometry | GSH beads flow cytometry, compound fluorescence 488/530 nm; stronger effect = higher value | fluorescence (KMESF) at 10 µM | 190,000 tested, 0.25% active | AID 1776, 2009; in the data active = fluorescence above about 89;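 also: glutathione beads carrying GST-tagged Bcl family fusion proteins plus one bare bead set; values are compound well signal with DMSO vehicle wells as background; inactives centre near 16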
ABCB1 block – ABCB1 efflux pump inhibitors, primary screen, cell-based, multiplex, flow cytometry, ABCG2 counter-screen. ATP-dependent translocase ABCB1 (Homo sapiens), P08183. CCRF-Adr cells, JC-1 efflux. inhibition, % at 6.6 µM. 190,000 tested, 0.067% active. AID 1326, 2008; in the data active = inhibition above about 40%;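 also: 0% = vehicle and 100% = reference inhibitor; higher value means more JC-1 retained so stronger ABCB1 efflux block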
Pf gamet viab – late stage P. falciparum gametocyte viability inhibitors, primary screen, ATP luminescence, HTS. P. falciparum stage V gametocytes, 24 h. inhibition, % at 10.9 µM. 150,000 tested, 0.065% active. AID 743093, 2013;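 active = inhibition above the mean plus 3 SD of compounds within the control limits, set per campaign, cut at about 38% in these data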;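 also: 0% = DMSO wells and 100% = medium only without gametocytes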
RGS8-Gao reg – RGS8-Galphao binding modulators, primary screen, biochemical, multiplexed bead flow cytometry; Guanine nucleotide-binding protein G(o) subunit alpha (Homo sapiens), P09471; actives lie on both sides; response (percent of control binding), % at 10 µM; 220,000 tested, 0.34% active; in the data active = response below about 60% or above about 140%; inactive = in between;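 also: Galphao activated as the GDP aluminium fluoride complex binding bead-coupled RGS8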
Bim-Mcl-1 – inhibitors of Bim peptide binding to Mcl-1, primary screen, biochemical, bead-based flow cytometry, multiplex. Induced myeloid leukemia cell differentiation protein Mcl-1 (Homo sapiens), Q07820. Bim peptide-Mcl-1 binding. inhibition, % at 10 µM. 190,000 tested, 0.1% active; in the data active = inhibition above about 40%;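 also: 0% = no compound tracer wells and 100% = peptide blocker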
Avidin bead fluor – green autofluorescence of compounds with avidin beads – biophysical, 488/530 nm, flow cytometry, artefact control, profiling panel. AID 1775, 2009. 220,000 tested, 0.38% active. fluorescence (KMESF) at 10 µM. compound fluorescence 488/530 nm; stronger effect = higher value; in the data active = fluorescence above about 47; also: inactives centre near 10
Numbers without * were called inactive; ? = inconclusive; / = not tested or not shown.

Molecule	Mcl1 Bid PPI	RGS7-Gao	ABCG2 inh	RGS4-Gao reg	Mcl1-Noxa inh	GSH fluor	ABCB1 block	Pf gamet viab	RGS8-Gao reg	Bim-Mcl-1	Avidin bead fluor
CNC(=O)CCSSCCC(=O)NC	-26.0	?	0.0	106.2	2.3	14	4.6	/	102.8	0.0	13
COc1ccc(C)cc1-n1nnnc1SCC(=O)NC(=O)NCc1ccco1	42.2	90.7	2.0	90.0	62.3*	35	0.6	4.6	100.5	-2.0	10
COc1ccc(OC)c(-c2cc(C(=O)Nc3c(C)nn(Cc4ccccc4C)c3C)no2)c1	-22.5	99.6	2.1	102.0	1.9	11	-2.6	/	101.1	-3.0	9
Cc1nc(S/C(=C\c2ccc(-c3ccc(C(=O)O)c(Cl)c3)o2)C(=O)O)n[nH]1	54.5*	?	/	100.8	92.5*	/	/	-7.5	99.6	/	10
CCN(CC)c1ccc(/C=N/n2c(-c3ccccc3Br)n[nH]c2=S)cc1	-115.8	?	/	102.2	-32.9	/	/	-9.2	101.1	/	6
N#CCSc1nc2cc(C(=O)N3CCCC3)ccc2c(=O)n1Cc1ccccc1	17.7	99.0	6.0	98.6	19.2	14	1.9	-9.4	99.8	15.0	35
CCOCCCn1c(SCC(=O)/C(C#N)=C(\C)N)nc2ccccc2c1=O	-40.7	101.2	8.4	103.2	-9.3	15	5.3	-1.0	110.5	-4.0	16
O=C(CSc1n[nH]c(=O)n1Cc1ccco1)N1CCOCC1	-10.5	?	/	101.5	6.9	/	/	9.7	98.9	/	7
CCN(c1ccccc1)S(=O)(=O)c1cnc[nH]1	0.8	93.7	1.8	94.4	-19.6	15	0.4	-12.5	98.1	-3.0	18
CCOc1ccc(C(=O)NNC2CC(=O)N(Cc3ccc(Cl)cc3)C2=O)cc1OC (stereo unspecified)	-28.0	108.5	-1.4	104.3	12.1	16	-0.3	-7.4	100.6	-2.0	8
Cc1cccc(NC(=O)c2cc3c([nH]c4ccccc43)c(C)n2)c1C	37.5	105.4	3.1	101.6	-8.5	17	0.1	4.4	103.8	-9.0	15
COc1cc(C(=O)Nc2nc3ccc(S(=O)(=O)N4CCOCC4)cc3s2)cc(OC)c1OC	9.4	100.6	1.9	102.6	3.0	14	0.2	6.5	101.3	-1.0	8
COc1ccc(C2OCC3(CO2)SC(=O)NC3=O)cc1 (stereo unspecified)	7.8	94.5	-0.1	94.1	8.1	11	0.0	/	96.3	-4.0	9
CCOc1cc(NC(=S)NCC2CCCO2)c(OCC)cc1NC(=O)CC(C)C (stereo unspecified)	-61.0	95.5	6.9	97.2	3.4	10	2.2	/	100.9	-1.0	10
CCCc1nc2sc3c(c2c(=O)n1N)CCC3	-3.5	97.0	0.8	99.9	10.2	20	0.2	/	99.2	0.0	40
c1ccc(-n2ncc3c(NCCN4CCCCC4)ncnc32)cc1	36.5	105.8	4.8	103.5	19.8	15	0.4	-15.1	99.2	-1.0	6
COc1ccc2c(c1OC)C(=O)N(c1ccccn1)C2	-5.7	100.2	19.9	93.9	-0.4	58	0.7	/	98.7	0.0	8
COc1ccc(NC(=O)CSc2nnc(NC(C)=O)s2)c([N+](=O)[O-])c1	-47.1	103.9	0.9	104.8	13.0	22	0.1	-0.8	105.7	4.0	10
Cc1c(CN2CCCC(C)C2)c(O)n(CCO)c(=O)c1C#N (stereo unspecified)	-32.6	99.7	1.0	99.3	4.1	16	0.9	11.2	98.5	0.0	9
Cc1ccc2c(c1)C(=C(C#N)C#N)C(=O)N2CCN1CCOCC1	-63.4	?	/	102.1	-20.6	/	/	5.0	94.5	/	6

(continued)
Molecule	Mcl1 Bid PPI	RGS7-Gao	ABCG2 inh	RGS4-Gao reg	Mcl1-Noxa inh	GSH fluor	ABCB1 block	Pf gamet viab	RGS8-Gao reg	Bim-Mcl-1	Avidin bead fluor
COc1ccccc1/C=C1\S/C(=N/NC(=O)c2cccc(Br)c2)NC1=O	-39.1	103.0	-0.6	104.4	-12.9	50	0.0	0.4	104.2	0.0	8
CC1=NCCN1S(=O)(=O)c1ccccc1[N+](=O)[O-]	-8.5	100.5	2.3	98.8	1.3	7	0.8	-31.2	97.5	-2.0	28
Cc1ccc(S(=O)(=O)NN=C2CCC(C(C)(C)C)CC2)cc1[N+](=O)[O-] (stereo unspecified)	-12.6	103.2	14.7	98.7	-8.1	20	1.1	/	99.9	-3.0	13
O=C1N(CN2CCN(Cc3ccccc3)CC2)c2ccccc2C12OCCCO2	-39.5	100.2	-0.4	100.1	18.0	11	-0.1	-21.6	102.8	2.0	21
CC(C)(C)c1ccc(OCCn2ccccc2=O)cc1	3.4	98.9	4.4	97.4	7.4	21	0.5	-1.2	100.2	2.0	8
O=C(COC(=O)/C=C/c1ccccc1)Nc1cccc(Oc2ccccc2)c1	-6.0	103.1	22.8	105.2	14.7	22	2.9	13.3	103.5	-5.0	12
Cc1ccc(NC(=O)Cn2cccc2)c(C)c1	-57.8	98.3	0.7	96.6	-7.5	6	0.1	32.7	97.5	1.0	7
C=CCNc1oc(-c2cccs2)nc1S(=O)(=O)c1ccccc1	-30.5	?	4.5	102.8	-0.1	19	0.7	9.4	100.2	1.0	10
NS(=O)(=O)c1ccc(NC(=O)COC(=O)c2ccc(Cl)nc2)cc1	-22.8	?	-0.4	95.6	19.9	12	0.4	/	98.8	2.0	13
CN(C)NC(=S)NC1(C)CCS(=O)(=O)C1 (stereo unspecified)	-133.8	?	/	53.1	3.8	/	/	-28.2	76.8	/	2
CSC1=N/C(=C\c2cccc(Cl)c2)C(=O)N1N(C)C	30.5	?	/	90.5	33.2	/	/	-8.3	94.5	/	6
COC(=O)c1cc2ccsc2n1Cc1nc(-c2ccc(Cl)cc2)oc1C	4.5	103.9	-1.8	105.6	5.0	25	-2.3	/	104.7	1.0	8
COc1ccc(/C=N/Nc2nnc(Cc3ccccc3)c(=O)[nH]2)cc1	-13.6	?	/	96.9	-7.3	/	/	13.0	99.7	/	5
NC(=O)c1ccc(-n2nnnc2Oc2ccccc2C(=O)N2CCOCC2)cc1	-3.0	99.0	-0.9	98.5	8.8	26	-0.2	-33.6	99.1	2.0	6
CCCn1cc(S(=O)(=O)CC(=O)Nc2ccc(OC)cc2OC)c2ccccc21	-4.3	91.5	5.7	83.5	-10.9	130*	1.4	/	95.2	/	5
CCOc1ccc2ccccc2c1CNc1nnnn1C	13.7	99.7	10.4	100.5	6.5	22	0.6	7.4	99.4	-5.0	6
COc1cccc(NC(=S)N(CCCN2CCC(C)CC2)Cc2cccs2)c1	-26.8	?	-0.7	101.6	8.3	9	0.9	-19.6	100.5	-2.0	20
Nn1c(SCc2ccccc2)nnc1-c1ccco1	-4.3	98.0	-1.5	101.6	16.1	20	-1.1	/	104.9	2.0	8
NS(=O)(=O)c1ccc(NC(=S)NCc2ccco2)cc1	-35.4	128.7	-1.6	98.2	-4.0	11	-0.4	/	90.2	-12.0	8
CN(CCc1cn[nH]c1)C(=O)CC1C(=O)NCCN1Cc1ccccc1C(F)(F)F (stereo unspecified)	-15.4	102.0	1.1	102.5	12.4	13	0.6	5.9	99.7	0.0	11

(listing goes on)
Molecule	Mcl1 Bid PPI	RGS7-Gao	ABCG2 inh	RGS4-Gao reg	Mcl1-Noxa inh	GSH fluor	ABCB1 block	Pf gamet viab	RGS8-Gao reg	Bim-Mcl-1	Avidin bead fluor
COc1nc(NCc2cccnc2)nc(NC2CCCCC2)n1	-3.9	107.6	7.3	102.6	0.4	13	0.8	-2.4	110.3	0.0	6
CCN(CC)S(=O)(=O)c1ccc(/C=C/C(=O)Nc2cccc(F)c2)cc1	2.0	106.8	2.6	108.9	1.7	11	-0.6	-16.7	109.2	1.0	10
Cc1cc(O)c2c(-c3ccccc3)cc(=O)oc2c1	-11.8	109.3	23.8	100.8	17.3	22	-1.0	/	105.7	-3.0	46
COC(=O)C1C(=O)/C(=C(/C)N2CCCC2)C(=O)CC1(C)C (stereo unspecified)	-22.1	102.3	0.7	100.0	1.7	10	0.5	19.1	101.2	1.0	7
CC(=O)N1CN(Cc2ccccn2)Cc2c1sc1c2CCCC1	-17.9	97.3	2.2	101.9	4.2	19	0.6	/	97.6	-1.0	7
CCOC(=O)Cc1cc(=O)n2[nH]c(C)c(-c3ccccc3OC)c2n1	-0.8	105.5	-0.2	104.0	30.2	15	-0.6	/	106.6	0.0	11
NC(=O)NC(=O)C[n+]1cccc(/C=N/O)c1	-14.7	100.9	0.9	103.2	4.9	63	-0.1	-10.1	105.9	-4.0	27
COc1ccc(N2CCN(C(=O)C3CC(=O)N(c4ccc(C)cc4)C3)CC2)cc1 (stereo unspecified)	-35.5	95.5	1.8	101.9	16.9	17	0.5	4.0	100.2	0.0	23
O=C(Nc1ccccc1)C1=C(N2CCOCC2)/C(=C/c2cccnc2)CC1	-51.5	96.0	-0.1	98.0	21.9	19	-0.1	/	99.2	-8.0	34
CN(C)S(=O)(=O)c1ccc(NC(=O)c2cc(F)c(F)cc2Cl)cc1	-15.2	98.2	2.0	98.8	4.7	25	0.5	/	96.3	-3.0	11
Cc1ccc(C)c(-c2nnc(OCC(=O)Nc3cc(C)on3)c3ccccc23)c1	-4.5	101.1	3.0	98.9	11.2	28	1.7	/	99.5	0.0	21
O=C(Nc1ccccc1)Nc1ccc(-n2ccc(C(F)(F)F)n2)cc1	-8.2	?	/	100.0	4.7	/	/	-6.7	102.4	/	8
CCOC(=O)N1CCC(=NNc2nc3ccccc3s2)CC1	-15.5	?	/	87.4	-2.6	/	/	-27.9	88.0	/	20
COc1ccc(C2C(C#N)=C(N)Oc3n[nH]c(-c4ccccn4)c32)c(OC)c1OC (stereo unspecified)	-105.5	102.0	-0.4	99.9	2.9	47	-1.1	/	103.0	-2.0	11
Cc1c(Cl)c([N+](=O)[O-])nn1CC(=O)N1CCc2ccccc2C1	-23.6	104.4	0.1	106.0	-7.6	10	-0.2	-24.0	100.5	0.0	14
Cc1ccccc1NC(=O)c1sc2nc3c(c(-c4ccco4)c2c1N)CCCC3	-53.8	100.8	1.2	101.7	5.3	4	0.3	-4.5	102.2	3.0	8
CC(c1nccs1)N(C)c1nc2nonc2nc1NC1CC1 (stereo unspecified)	-31.1	89.5	0.5	93.2	-30.9	9	-0.1	-18.5	93.9	19.0	7
